HepG2 viability – qHTS for Inhibitors of TGF-b: Cytotox Counterscreen; HepG2 CAGA-GFP viability, ATP luminescence, 18 h; 410,000 compounds, 0.76% hits; Potency, µM (top dose mostly 46.1 µM), for inactives: at the highest dose activity change, negative = cytotoxicity, usual class: cytotoxic; AID 588856, 2011; further: potency means the concentration at half of the fitted maximal effect; some results filed as inactive show a strong effect at the top dose
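CellTiter-Glo luminescence gave cytotoxicity after 18 hours at 37 degrees C. The cells were HepG2 CAGA-GFP in 1% FBS DMEM, stimulated with 500 pg/mL TGF-beta after compound addition. %Activity was normalised to no-cell wells (complete cell-killing) and DMSO (no toxicity), and curves were fitted and classified.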
ATXN2 expr inh – Primary qHTS for Inhibitors of ATXN expression; Potency, µM (series often up to 57 µM), inactives show at the top dose activity change, negative = inhibition, actives largely listed as inhibitors; 360,000 compounds, 0.72% hits; HEK-293 ATXN2-luciferase reporter, luminescence, 24 h; further: potency means the concentration at half of the fitted maximal effect; on the % scale 0 is the no-effect control and ±100 the full control effect; nearly all actives have a fitted effect of over 55% in size
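ATXN2-luciferase reporter cells (luciferase flanked by upstream and downstream ATXN2 gene portions) were treated 24 h at 37 °C with compounds at up to 57 uM. SteadyGlo luminescence gave expression; GF-AFC fluorescence gave viability.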
MCF10A rerep – A quantitative high throughput screen for small molecules that induce DNA re-replication in MCF 10a normal breast cells; MCF 10A DNA re-replication, Hoechst nuclear intensity, 48 h; 350,000 compounds, 2.9% hits; Potency, µM (highest dose often 46.1 µM), without a hit: at the top dose activity, positive = re-replication, usual class: activators; further: potency means the concentration at half of the fitted maximal effect; % of control where 0% means no effect; nearly all actives have a fitted effect of over 50% in size
ATXN viability – Viability Counterscreen for Primary qHTS for Inhibitors of ATXN expression; 400,000 compounds, 0.49% hits; S2 cells (HEK-293 line with an ATXN2-luciferase reporter) viability, CellTiter-Fluor protease fluorescence, 24 h; Potency, µM (highest dose often 56.7 µM), most hits filed as cytotoxic; AID 651635, 2014; further: potency means the concentration at half of the fitted maximal effect; nearly all actives have a fitted effect of over 40% in size
HT1080 IDH1KD tx – qHTS for induction of synthetic lethality in tumor cells producing 2HG: qHTS for the HT-1080-IDH1KD cell line | AID 686971, 2013 | 360,000 compounds, 2% hits | HT-1080 IDH1 knockdown viability, ATP luminescence, 48 h | Potency, µM (doses to about 46.1 µM), for the others: at the top dose activity, negative = toxicity, actives largely listed as cytotoxic;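 further: potency means the concentration at half of the fitted maximal effect; 0% = DMSO wells and -100% = cell-free medium wells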
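HT-1080-IDH1KD cells (IDH1 knocked down), 750/well in RPMI with 5% FBS, treated with compound 48 h at 37 degrees C. Viability by CellTiter-Glo luminescence, normalised to DMSO and no-cell wells; concentration-response curves classed.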
SW480 rereplic – A quantitative high throughput screen for small molecules that induce DNA re-replication in SW480 colon adenocarcinoma cells | SW480 DNA re-replication, Hoechst DNA content imaging, 48 h | Potency, µM (top dose mostly 46.1 µM), without a hit: at the top dose re-replication activation, usual class: activators | 340,000 compounds, 1.8% hits | AID 624297, 2012; further: potency means the concentration at half of the fitted maximal effect; % of control where 0% means no effect; nearly all actives have a fitted effect of over 55% in size
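Readout is total intensity of Hoechst-stained nuclei, excited at 405 nm and collected at 500-530 nm. Compound treatment lasted 48 hr at 37 C in 5% CO2 before staining.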
IL1B secr inh – qHTS for Inhibitors of Inflammasome Signaling: IL-1-beta AlphaLISA Primary Screen. THP-1 LPS/ATP IL-1B secretion, AlphaLISA, 16 h; active compounds read low. activity change, % at 57.5 µM. 360,000 compounds, 4.7% hits. AID 743279, 2014; in the data active means activity change below about -50%; inconclusive means mostly about -30% to -49%; further: on the % scale 0 is the no-effect control and ±100 the full control effect
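THP-1 cells pretreated 1 hr with compounds (up to 57.5 uM final), then stimulated with LPS (250 ng/mL final) plus ATP (1.25 mM final); secreted IL-1B measured by AlphaLISA after 16 hr, decreased signal indicating inhibition.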
HT1080NT lethal – qHTS for induction of synthetic lethality in tumor cells producing 2HG: qHTS for the HT-1080-NT fibrosarcoma cell line; HT-1080-NT fibrosarcoma viability, CellTiter-Glo ATP luminescence, 48 h; Potency, µM (highest dose often 46.1 µM), without a hit: at the top dose activity, negative = less viability, hits mostly cytotoxic; 360,000 compounds, 1.6% hits; AID 686970, 2013;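 further: NT is the 2HG producing partner of a matched IDH1 knockdown line; potency means the concentration at half of the fitted maximal effect; 0% = DMSO-treated cells and -100% = media-only wells without cells; nearly all actives have a fitted effect of over 55% in size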
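Fibrosarcoma NT cells, 750 per well in 5% FBS RPMI, were exposed to compound for 48 hours. Viability: CellTiter-Glo luminescence.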
KB-3-1 tox – qHTS assay for MDR1-selective chemotherapeutics: Primary screen using the parental adenocarcinoma cell KB-3-1. KB-3-1 viability, CellTiter-Glo ATP luminescence, 72 h. Potency, µM (highest dose often 46.1 µM), for the others: at the highest dose activity change, negative = cytotoxic, most hits filed as cytotoxic. 400,000 compounds, 1.4% hits. AID 1347075, 2019; further: potency means the concentration at half of the fitted maximal effect; on the % scale 0 is the no-effect control and ±100 the full control effect; nearly all actives have a fitted effect of over 60% in size
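Cytotoxicity in the drug-sensitive parental line KB-3-1 was scored as loss of CellTiter-Glo luminescence following 72 h incubation with compound. Values come from curve fitting of normalized concentration-response data.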
Active calls of the source: *; i = inactive; ? = inconclusive; · = not tested or not shown; [ ] = remark or other dose. Unless noted, the call rests on the fitted dose curve; in most records, active means well fitted curve in the direction sought with a large enough effect; inconclusive means small, poorly fitted or top-dose-only effect, or another doubt; inactive means no such curve, though single readings can be large; an effect the other way counts as inactive or inconclusive.

SMILES	HepG2 viability	ATXN2 expr inh	MCF10A rerep	ATXN viability	HT1080 IDH1KD tx	SW480 rereplic	IL1B secr inh	HT1080NT lethal	KB-3-1 tox
COc1ccc(Cn2c(C(=O)O)c(CNCc3ccco3)c3ccc(OC)cc32)cc1	-28%	-8%	·	i	·	·	·	·	-19%
CCOC(=O)CSc1cc(C(F)(F)F)nc(-c2ccccn2)n1	1%	1%	1%	i	13%	-6%	-4	10%	-6%
CCCCCOc1ccc(CSC2=NCCN2)cc1[N+](=O)[O-]	-48%	·	21µM*	·	3%	5.8µM*	-93*	-9%	0%
CC(C)C12CN3CC(C(C)C)(CN(C1)C31C(=O)Nc3ccccc31)C2=O (stereo not given)	9%	48%[activator]	-1%	i	3%	-3%	8	3%	-1%
CC(C)OCCCn1c(SC(C)C(=O)NCC2CCCO2)nc2cc(Cl)ccc2c1=O (stereo not given)	-15%	7%	7%	?	18%	-3%	-3	13%	-1%
COc1ccc(C(=O)CCC(=O)Nc2ccc(F)cc2F)cc1	-22%	11%	·	i	·	·	·	·	6%
Cc1ccc(C(=O)OCC(=O)Nc2ccccc2N2CCOCC2)cc1	-3%	0%	-4%	i	-1%	-4%	1	-1%	0%
Cc1ccc(-c2nc3c(c(=O)[nH]c(=O)n3Cc3ccccc3)n2C)o1	-2%	·	13%	i	7%	15%	4	6%	-1%
COc1ccc(/C=C(\NC(=O)c2ccc(OC)cc2)C(=O)Nc2ccccc2C(=O)O)cc1	28%	18%	3%	i	7%	-23%	0	3%	-8%
COc1ccccc1N1CCN(C(=O)c2ccc(-c3ccccc3)cc2)CC1	-31%	·	-15%	i	-11%	-4%	-14	-24%	-47%
Nc1cccn2c(-c3ccc(Cl)c(Cl)c3)cnc12	-9%	72%[activator]	?	i	-6%	-69%[inhibitor]	-21	-22%	-1%
CCOC(=O)N1CCN(C(=O)c2nn(C)c3c2CSc2ccccc2-3)CC1	-7%	-4%	-10%	i	5%	-3%	-17	24%	-12%
O=C(NCCCN1CCOCC1)c1ccc2c(c1)N(Cc1c(F)cccc1Cl)C(=O)c1ccccc1S2	-34%	·	?	?	0%	17%	-52*	-6%	-16%
O=C(Nc1cccc2[nH]ncc12)c1ccc(F)cc1	-30%	70%[activator]	0%	i	1%	-1%	6	4%	-6%
CC1CCc2nn(CC(=O)NC3CCCC(C)C3C)cc2C1 (stereo not given)	-17%	1%	-2%	i	9%	-10%	32	3%	-7%
C/C(=N\Nc1ncc(Cl)cc1Cl)c1ccc2c(c1)OCO2	-9%	·	3%	?	14%	1%	0	12%	6%
C=CCN(c1ccccc1C(=O)O)S(=O)(=O)c1ccc(NC(=O)OC)cc1	20%	4%	-9%	?	-3%	1%	18	15%	30%
COCCNCc1cc(C)n(-c2cc(S(=O)(=O)N3CCOCC3)ccc2N2CCCC2)c1C	-2%	4%	11%	?	-8%	16%	-25	-2%	-1%
O=C(O)COc1ccccc1/C=N/NC(=O)c1cc(-c2ccc(F)cc2)nc2ccccc12	-3%	-31%	-5%	i	-8%	1%	-21	2%	-1%
CCOC(=O)CN1C(=O)C(=O)N(Cc2c(F)cccc2Cl)C1=O	-4%	11%	1%	i	13%	0%	0	13%	1%
COc1ccc(C2N=C(c3ccccc3)C(C)(C)N2O)cc1OC (stereo not given)	5%	-10%	-2%	i	-6%	-5%	5	6%	3%
Cc1cc(NC(=O)C2CCCN(S(=O)(=O)c3cnc[nH]3)C2)ccc1Br (stereo not given)	-1%	-20%	?	i	-5%	1%	42	-11%	-7%
Cc1csc2nc(CNS(=O)(=O)c3ccc(-c4ccccc4)cc3)cn12	-33%	-25%	-15%	i	-2%	-4%	7	?	-27%
COc1ccc(N2CCN(C(=O)c3cccc(Cn4cc(Cl)cn4)c3)CC2)cc1	-14%	3%	-2%	i	-21%	2%	-4	0%	2%
Cc1cc(C)n2nc(C(=O)OCC(=O)NC3CCS(=O)(=O)C3)nc2n1 (stereo not given)	5%	·	·	·	7%	·	6	11%	3%

IL1B secr inh, what is marked active above.
structure | SW480 rereplic | IL1B secr inh
CCCCCOc1ccc(CSC2=NCCN2)cc1[N+](=O)[O-] | 5.8µM* | -93*
O=C(NCCCN1CCOCC1)c1ccc2c(c1)N(Cc1c(F)cccc1Cl)C(=O)c1ccccc1S2 | 17% | -52*

Returning to the listing with the 2 entries that preceded the break.
SMILES	HepG2 viability	ATXN2 expr inh	MCF10A rerep	ATXN viability	HT1080 IDH1KD tx	SW480 rereplic	IL1B secr inh	HT1080NT lethal	KB-3-1 tox
COc1ccc(N2CCN(C(=O)c3cccc(Cn4cc(Cl)cn4)c3)CC2)cc1	-14%	3%	-2%	i	-21%	2%	-4	0%	2%
Cc1cc(C)n2nc(C(=O)OCC(=O)NC3CCS(=O)(=O)C3)nc2n1 (stereo not given)	5%	·	·	·	7%	·	6	11%	3%
CCOC(=O)c1ccccc1-n1c(C)cc(C2N=C(N)Nc3nc4ccccc4n32)c1C (stereo not given)	-26%	-6%	?	i	?	2%	2	-17%	-25%
COC(=O)c1c(NC(=O)Cc2cccs2)sc(C(=O)NC2CCCCC2)c1C	-16%	3%	4%	?	3%	?	18	2%	-9%
CC(C)(C)C1CCC(C(=O)OCC(=O)N2CCOCC2)CC1 (stereo not given)	-1%	-4%	8%	i	8%	-3%	25	-4%	-2%
Cc1ccc(NS(=O)(=O)c2ccc3oc(=O)ccc3c2)cc1Cl	-13%	·	-2%	i	0%	0%	-12	-5%	-16%
COc1ccccc1NC(=O)Cn1cnc2c(cnn2-c2ccccc2)c1=O	-11%	-9%	4%	?	-11%	-5%	38	-3%	-7%
N#Cc1cncc(-c2ccc3c(c2)OCCOCCOCCOCCOCCO3)n1	24%	-17%	8%	i	10%	1%	-4	11%	15%
CCN1CCN(c2oc(COc3ccc(Cl)cc3)nc2C#N)CC1	2%	·	9%	i	1%	-1%	-11	3%	0%
O=C(Cc1cccc(C(F)(F)F)c1)NCC(=O)Nc1cc(Cl)ccc1Cl	8%	-28%	?	i	?	13%	-19	-23%	-3%
CCOc1ccc(NC(=O)NC(C)CC)cc1 (stereo not given)	-8%	15%	-19%	i	-5%	23%	-18	-9%	?
Cc1ccc(C(C(=O)NC2CCCC2)N(C(=O)c2csnn2)C2CCCC2)o1 (stereo not given)	-8%	-2%	3%	i	-2%	1%	0	0%	0%
Cc1c(O)ccc(NS(=O)(=O)c2ccccc2)c1C	-12%	-31%	-2%	i	0%	-1%	-8	7%	11%
COC(=O)CCCNC(=O)CC1C(=O)NCCN1Cc1ccoc1 (stereo not given)	4%	·	15%	?	4%	-6%	8	6%	-3%
COc1ccc2cc(S(=O)(=O)NCc3cccnc3)ccc2c1	-8%	-16%	10%	i	?	-3%	14	-28%	-18%
CC(=O)c1ccc(OC(=O)Cc2cccc3ccccc23)cc1	-4%	0%	-7%	i	8%	-29%	24	7%	-6%
N#Cc1nc(COc2ccccc2)oc1N1CCCCC1	-33%	16%	2%	i	7%	-1%	-8	6%	-2%
Nc1cccc(CP(=O)(c2ccccc2)c2ccccc2)c1	8%	3%	2%	i	4%	-11%	-15	5%	-17%
CCN(C(=O)c1ccc2c(c1)OCO2)C1CCS(=O)(=O)C1 (stereo not given)	2%	0%	-2%	i	15%	1%	6	13%	24%
CC(c1ccccc1)N1CCc2[nH]c(=S)[nH]c(=O)c2C1 (stereo not given)	0%	0%	-2%	i	10%	-8%	20	9%	-3%
CCCCN(C(=O)c1cc(-c2ccncc2)nc2ccccc12)c1c(N)n(CC(C)C)c(=O)[nH]c1=O	20%	·	-11%	i	0%	-3%	15	0%	-1%
COc1cc(/C=N/Nc2ccnc(=O)[nH]2)ccc1O	-1%	19%	2%	i	-1%	-19%	?	0%	-16%
COc1ccc(-c2cc3nc(C)c(CCC(=O)N4CCN(c5ccc(F)cc5)CC4)c(C)n3n2)c(OC)c1	-1%	-8%	·	i	·	·	·	·	-1%
O=C(O)C1CCCN(C(=O)/C=C/c2ccccc2)CC1 (stereo not given)	-1%	-2%	·	i	5%	·	27	-3%	0%
O=C(O)c1cccc(-c2nnn(Cc3ccccc3)n2)c1	-7%	-24%	0%	i	8%	-4%	30	8%	-1%
CC(C)(C)NC(=O)CC(CC(=O)O)c1ccccc1 (stereo not given)	-5%	1%	-3%	i	3%	3%	18	0%	3%
O=C(O)c1ccc(NC(=O)c2ccc(COc3ccc(Cl)cc3)o2)cc1	-11%	3%	-5%	i	?	-7%	3	-29%	3%

(next part)
SMILES	HepG2 viability	ATXN2 expr inh	MCF10A rerep	ATXN viability	HT1080 IDH1KD tx	SW480 rereplic	IL1B secr inh	HT1080NT lethal	KB-3-1 tox
NC1=NC(=O)/C(=C/c2ccccc2OCC(=O)Nc2ccc(F)cc2)S1	8%	?	0%	i	2%	-10%	14	1%	4%
CSCCNC(=O)Nc1c(-c2c(Cl)cccc2Cl)noc1C	14%	·	1%	i	16%	-11%	0	6%	-1%
CCOc1cccc(-c2ccc3nncn3c2)c1	-3%	14%	·	i	3%	·	7	12%	0%
CC(C)NC(=O)C1C(c2ccc(C(F)(F)F)cc2)=Nc2ccccc2N1C(=O)c1cccc(C(F)(F)F)c1 (stereo not given)	·	·	·	·	0%	·	37	0%	-14%
Cc1nn(S(=O)(=O)c2ccc(Cl)cc2)c(C)c1S(=O)(=O)N1CCCCCC1	8%	4%	·	i	·	·	·	·	-6%
O=C(COc1ccccc1)Nc1cc2c3c(c1)CC(=O)N3CCC2	1%	41%[activator]	1%	i	1%	-1%	-11	-5%	-3%
